Compound activity: PubChem, several laboratories
G6PDH CS: L. mesenteroides G6PDH inhibition counter-screen | inhibition, % at 5 µM | 0.12% of 200,000 active | Purified L. mesenteroides G6PDH, diaphorase/resazurin coupled fluorescence, 45 min; in the data active = inhibition above about 50%
STAT1 activator: STAT1 signaling activation; activation (% of control), % at 5.5 µM; 2.6% of 200,000 active; NIH 3T3 STAT1-luciferase reporter, IFN-gamma, luminescence; 100% = IFN-gamma alone, no compound;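 active = activation above the screen-wide mean activation plus 3 SD, cut at about 130% in these data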;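 note: raw ratio to IFN-gamma control signal so 100% means no change and 0% no light; values of inactives mirror those of a sister screen read the other way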
TLR4-MyD88 BLA: blocks binding of human TLR4 to MyD88 | O00206+Q99836 | HeLa CL3-4 TLR4/MyD88 BLA complementation, FRET ratio | inhibition, % at 8.4 µM | 0.18% of 200,000 active | AID 861; in the data active = inhibition above about 25%;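 note: 0% = vehicle and 100% = reference inhibitor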
Target sequence (O00206 whole entry, looked up): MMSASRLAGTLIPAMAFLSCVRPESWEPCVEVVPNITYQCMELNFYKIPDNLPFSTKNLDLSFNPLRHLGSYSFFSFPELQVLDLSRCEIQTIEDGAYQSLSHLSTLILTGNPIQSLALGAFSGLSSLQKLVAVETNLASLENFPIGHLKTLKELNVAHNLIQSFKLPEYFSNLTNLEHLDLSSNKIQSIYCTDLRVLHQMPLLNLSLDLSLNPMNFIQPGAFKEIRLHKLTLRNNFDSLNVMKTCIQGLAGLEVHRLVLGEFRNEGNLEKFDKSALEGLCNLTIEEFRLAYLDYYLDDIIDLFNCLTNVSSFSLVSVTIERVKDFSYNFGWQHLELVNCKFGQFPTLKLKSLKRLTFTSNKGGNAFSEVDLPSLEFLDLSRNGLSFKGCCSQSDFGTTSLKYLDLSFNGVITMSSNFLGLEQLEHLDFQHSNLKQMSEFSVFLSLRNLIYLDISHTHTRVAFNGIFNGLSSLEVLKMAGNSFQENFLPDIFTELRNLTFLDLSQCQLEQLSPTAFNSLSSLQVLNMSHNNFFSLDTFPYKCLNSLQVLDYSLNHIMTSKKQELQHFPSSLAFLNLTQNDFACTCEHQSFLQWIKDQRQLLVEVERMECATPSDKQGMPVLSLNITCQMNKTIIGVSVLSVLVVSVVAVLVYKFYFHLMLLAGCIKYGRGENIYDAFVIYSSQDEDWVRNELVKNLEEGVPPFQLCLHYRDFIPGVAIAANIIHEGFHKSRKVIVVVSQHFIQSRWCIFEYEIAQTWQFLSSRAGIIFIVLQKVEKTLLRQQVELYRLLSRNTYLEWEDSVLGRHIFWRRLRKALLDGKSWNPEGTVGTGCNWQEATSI
Target sequence (Q99836 whole entry, looked up): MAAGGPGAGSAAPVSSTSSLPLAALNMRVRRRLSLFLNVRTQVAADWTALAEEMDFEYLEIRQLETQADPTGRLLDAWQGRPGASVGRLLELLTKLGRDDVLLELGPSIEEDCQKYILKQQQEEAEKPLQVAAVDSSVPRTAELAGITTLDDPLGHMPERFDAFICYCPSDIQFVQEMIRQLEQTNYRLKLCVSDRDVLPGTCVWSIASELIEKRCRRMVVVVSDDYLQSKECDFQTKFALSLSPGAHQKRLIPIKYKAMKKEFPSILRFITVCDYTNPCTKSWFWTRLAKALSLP
Diaphorase inh: diaphorase inhibition or chemical oxidation counter-screen; diaphorase resazurin-to-resorufin fluorescence, NADH, 16 min; bacterial (C. kluyveri) enzyme, not human; inhibition, % at 20 µM; 0.69% of 190,000 active; AID 1217;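 active = primary screen inhibition at 20 µM above a set limit, cut at about 50% in these data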;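 note: plate controls were DMSO with full reaction for no effect and wells lacking NADH for full effect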
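Test system: Clostridium kluyveri diaphorase enzyme / Quantity: diaphorase at 0.14 U/mL in enzyme working solution / Incubation: 16-min room-temperature incubation before reading / Benchmarks: NADH-free wells as positive control, DMSO-only neutral wells / Signal: resorufin fluorescence 544/590 nm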
FLuc inh counter: counter-screen for luciferase assay inhibitors: firefly luciferase inhibition; AID 1006; ATPLite firefly luciferase biochemical luminescence, 10 min; 1.5% of 200,000 active; inhibition, % at 10 µM;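 active = inhibition above about 50% when tested at 10 µM, limit read from the data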
APP transl inh: APP translation inhibition; 0.82% of 190,000 active; AID 1285; inhibition, % at 2 µM; SH-SY5Y APP 5'UTR-luciferase reporter, luminescence;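 active = inhibition above a set limit, derived from the sample mean plus 3 SD, cut at about 45% in these data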; note: values of inactives mirror those of a sister screen read the other way
APP 5'UTR act: APP 5'UTR luciferase reporter activation; activation, % at 2 µM; SH-SY5Y APP 5'UTR luciferase reporter, luminescence; zero percent = DMSO vehicle wells; 1% of 190,000 active;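 active = activation above a set limit, based on mean plus 3 SD of controls, cut at about 140% in these data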; note: values of inactives mirror those of a sister screen read the other way
NF-kB expr up: raises NF-kB expression in human neuronal cells; NF-kB reporter expression; active compounds read high; 1.6% of 190,000 active; AID 1239; fold change at 12.5 µM; in the data active = fold change above about 3.3
FLuc stim CS: affects firefly luciferase, flagging false hits in luciferase stimulation screens | 200,000 tested, under 10 active | ATPlite luciferase biochemical, luminescence, 10 min; 0 = ATP-free wells, 1 = DMSO control | AID 1027 | activation factor at 10 µM | P08659;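 active = luciferase activation factor, scaled between plate controls, of at least 2 with compound at 10 µM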
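Assay system – cell-free luciferase reagent · Medium – PBS-based ATP solution · Dosing – test compounds dosed from 2 mM stocks in 100% DMSO · Timing – 10 min, room temperature · Technique – light output (luminescence) · Measure – luminescence gain marking luciferase activators · Controls – No-ATP low control, compound-free enzyme-plus-ATP high control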
Diaph act CS: activates diaphorase or chemically reduces, flagging diaphorase assay artifacts | activation factor at 20 µM | 0.005% of 190,000 active | Diaphorase/resazurin coupled assay, resorufin fluorescence, 16 min; active compounds read high; 1 = vehicle wells, 0 = NADH-free wells;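 active = diaphorase activity raised at least twofold by the compound at 20 µM; inactive = activation factor below 2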
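System – purified diaphorase enzyme from Clostridium kluyveri · Input – enzyme 0.07 U/mL final · Also added – final NADH 0.114 mM, resazurin 0.1 mM · Measured by – fluorescence of resorufin, 544 nm excitation, 590 nm emission · Timing – 16 min enzyme reaction, ambient temperature · Measure – resorufin increase flagging diaphorase activators or reducers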
* marks the source's active call; other numbers are inactive results; . = no result given. Random draw from the library; any-hit rate near 5.6%.

SMILES	G6PDH CS	STAT1 activator	TLR4-MyD88 BLA	Diaphorase inh	FLuc inh counter	APP transl inh	APP 5'UTR act	NF-kB expr up	FLuc stim CS	Diaph act CS
CCc1nc(N)c(C#N)c(-c2ccc(F)cc2)c1C	-0.5	97.3	-2.1	7.8	-4.1	-5.2	5.2	1.28	1	0.9
Cc1ccc(CNC(=O)CN2C(=O)C3(OCCCO3)c3ccccc32)cc1	-4.1	93.2	-12.3	13.9	-3.2	-5.8	5.8	0.81	1	0.9
COc1ccc(/C=C/C(=O)c2ccc(NC3=NCCCS3)cc2)cc1OC	10.2	75.7	7.9	5.3	-2.2	-1.3	1.3	1.49	1	0.9
O=C(CSc1nnc(CNc2ccccc2)o1)N1CCN(C(=O)c2ccco2)CC1	4.2	96.6	-9.9	-6.1	-7.6	-0.9	0.9	1.46	1.1	1.1
CCOC(=O)C1C(c2cccs2)NC(=O)NC1(O)C(F)(F)F (stereo unspecified)	3.2	95.7	-6.4	9.3	-6.2	5.5	-5.5	1.13	1.1	0.9
COc1cc2oc3ccccc3c2cc1N(CC(=O)N(C)C)S(=O)(=O)c1ccccc1	24.9	98.7	8.9	20.1	-8.8	3.4	-3.4	0.86	1.1	0.8
O=C(NNC(=S)NCc1ccc(Cl)cc1)c1ccc2c(c1)OCO2	14.6	100.2	9.0	14.4	-4.3	18.0	-18.0	0.94	1	0.9
COc1ccc(Oc2nc(C)cc(C)c2S(C)(=O)=O)cc1	4.5	102.3	2.7	3.4	-6.5	-2.5	2.5	0.97	1.1	1
NC(=NC1CCCCC1)c1ccc([N+](=O)[O-])cc1	3.6	104.9	-5.4	-16.8	-8.2	-4.8	4.8	0.92	1.1	1.2
CC(C)P(=O)(c1cccc(C(=O)O)c1)C(C)C	0.7	100.0	2.5	21.0	-7.6	-6.4	6.4	1.35	1.1	0.8
Cc1ccccc1NC(=O)N1CCCC1C(=O)NCc1cccs1 (stereo unspecified)	2.5	98.7	-4.0	14.1	-4.2	0.3	-0.3	0.95	1	0.9
O=C(NCC1CCCO1)c1ccc(Oc2ccc([N+](=O)[O-])cc2Cl)cc1 (stereo unspecified)	5.6	93.2	-1.4	-9.7	-8.6	14.8	-14.8	0.42	1.1	1.1
COC(=O)C(C)NC(=O)C(C)NC(=O)OCc1ccccc1 (stereo unspecified)	-10.0	98.6	-1.6	5.9	-2.8	5.6	-5.6	0.97	1	0.9
CS(=O)(=O)N1CCN(c2nc(-c3ccccc3)cs2)CC1	-3.9	107.3	-6.8	4.5	-0.3	-12.4	12.4	1.56	1	1
Cc1cccn2c(=O)c3cc(C#N)c(=N)n(Cc4ccncc4)c3nc12	4.2	95.2	-5.2	7.7	-3.3	-14.4	14.4	1.19	1	0.9
O=C1c2ccccc2C(=O)N1Cc1cc(-c2ccccc2)no1	0.5	99.6	-3.1	18.4	-2.5	-8.4	8.4	1.39	1	0.8
CCCCOCCCNC(=O)Cc1ccccc1OC	-0.8	107.1	12.4	17.4	-8.1	-1.2	1.2	1.12	1.1	0.8
O=C(O)COc1ccc(C(=O)c2ccccc2)cc1	4.5	113.8	-5.6	-11.5	-4.6	-11.2	11.2	1.71	1	1.1
COc1ccc(C2CC(=O)c3sc(N)nc3C2)cc1 (stereo unspecified)	-1.7	107.2	-5.5	27.2	-5.4	-21.9	21.9	1.38	1.1	0.7
CCOC(=O)C1=NN(C(=O)COc2ccccc2)C(O)(c2ccc(Br)cc2)C1 (stereo unspecified)	11.2	100.7	-15.0	11.8	0.4	-9.9	9.9	0.98	1	0.9
COCCCNc1nnc(Cc2ccccc2)c2ccccc12	2.3	90.1	-1.1	2.0	-6.3	8.1	-8.1	1.09	1.1	1
CSCC[C@H](NC(=O)CCNC(C)=O)c1nc2ccccc2[nH]1	4.6	96.5	6.1	9.2	-3.1	-20.4	20.4	0.93	1	0.9
CCCC(=O)N1CCN(c2ccc(NC(=O)c3ccco3)cc2)CC1	-1.3	110.3	-2.8	15.2	-1.8	-4.3	4.3	1.52	1	0.8
CCCN1C(=O)c2ccccc2NC1c1ccc(OC)cc1OC (stereo unspecified)	13.5	105.1	2.4	13.1	-4.8	11.8	-11.8	0.93	1	0.9
Cc1ccccc1CN1C[C@@H]2C[C@@H](c3cn[nH]c3-c3ccccc3)N3CCC[C@@]23C1=O	9.6	89.2	-0.2	8.8	3.3	1.3	-1.3	1	1	0.9

Molecules from the list above containing an NH in an aromatic ring, in the order listed:
SMILES	G6PDH CS	STAT1 activator	TLR4-MyD88 BLA	Diaphorase inh	FLuc inh counter	APP transl inh	APP 5'UTR act	NF-kB expr up	FLuc stim CS	Diaph act CS
CSCC[C@H](NC(=O)CCNC(C)=O)c1nc2ccccc2[nH]1	4.6	96.5	6.1	9.2	-3.1	-20.4	20.4	0.93	1	0.9
Cc1ccccc1CN1C[C@@H]2C[C@@H](c3cn[nH]c3-c3ccccc3)N3CCC[C@@]23C1=O	9.6	89.2	-0.2	8.8	3.3	1.3	-1.3	1	1	0.9

Returning to the listing with the two entries that preceded the break.
SMILES	G6PDH CS	STAT1 activator	TLR4-MyD88 BLA	Diaphorase inh	FLuc inh counter	APP transl inh	APP 5'UTR act	NF-kB expr up	FLuc stim CS	Diaph act CS
CCCN1C(=O)c2ccccc2NC1c1ccc(OC)cc1OC (stereo unspecified)	13.5	105.1	2.4	13.1	-4.8	11.8	-11.8	0.93	1	0.9
Cc1ccccc1CN1C[C@@H]2C[C@@H](c3cn[nH]c3-c3ccccc3)N3CCC[C@@]23C1=O	9.6	89.2	-0.2	8.8	3.3	1.3	-1.3	1	1	0.9
CCc1ccc(S(=O)(=O)NCc2cn3c(C)csc3n2)s1	-2.7	102.5	-2.7	11.3	1.6	9.2	-9.2	0.92	1	0.9
CC(C)CCNC(=O)COC(=O)c1ccc(Br)o1	7.5	99.8	-5.0	4.6	-3.0	-2.2	2.2	1.28	1	1
Cc1c(C(=O)C(=O)NCCCn2ccnc2)c2ccccc2n1C	10.4	88.4	-9.3	-7.8	-6.4	8.2	-8.2	.	1.1	1.1
COc1ccc(OCCNC(=O)c2ccccc2OCC(=O)Nc2ccc(NC(C)=O)cc2)cc1	10.0	102.6	2.6	12.9	35.3	-4.6	4.6	0.72	0.6	0.9
CCC(=O)Nc1cc(C(=O)O)ccc1Sc1ccc(C)cc1	6.2	98.5	5.8	9.0	-2.7	7.2	-7.2	1	1	0.9
O=C(O)c1ccccc1NS(=O)(=O)c1cccc(C(F)(F)F)c1	-4.2	101.6	6.4	12.9	-5.5	7.4	-7.4	0.98	1.1	0.9
CC(C)(C)c1cc(/C=N/O)cc(C(C)(C)C)c1O	0.3	92.1	-2.4	-1.4	-4.7	4.6	-4.6	1.65	1	1
CCc1nnc(NC(=O)c2ccc(-c3cc(C(F)(F)F)ccc3Cl)o2)s1	0.3	92.1	-1.2	-2.7	-8.1	-12.9	12.9	0.9	1.1	1
Cc1ccccc1-c1nc(CN2CCC(C(=O)NCc3cccs3)CC2)c(C)o1	-1.5	100.2	-4.4	18.0	-3.7	.	.	0.81	1	0.8
CC(C)OC(=O)CC1=NC(=O)CS1	-1.3	100.7	4.2	16.4	-7.6	5.7	-5.7	1.05	1.1	0.8
COc1ccc(C(=O)C2CCCN(Cc3ccc(C#CCCO)cc3)C2)c(OC)c1 (stereo unspecified)	10.9	96.2	0.9	17.9	-7.6	-9.7	9.7	1.19	1.1	0.8
Cc1n[nH]c(=O)n1-c1ccc(Oc2ccccc2)cc1	4.4	102.6	5.2	-2.6	-2.0	-17.6	17.6	1.48	1	1
O=c1[nH]c(CSc2nnc(-c3ccccc3)n2C2CCCCC2)nc2ccccc12	10.2	97.4	-7.5	20.0	-8.0	-2.1	2.1	0.96	1.1	0.8
C=CCOc1ccc(C2NC(=O)NC(C)=C2C(=O)OC)cc1 (stereo unspecified)	3.7	104.9	10.0	12.4	-3.0	-16.2	16.2	1	1	0.9
COC(=O)N(C)c1nc2ccccc2s1	2.3	111.7	1.7	18.5	7.1	-17.4	17.4	1.29	0.9	0.8
Cc1c(Cl)c([N+](=O)[O-])nn1CCCC(=O)Nc1c(Cl)cccc1Cl	-4.4	95.4	-7.0	11.6	-7.0	18.2	-18.2	1.06	1.1	0.9
COc1ccc(NC(=O)c2c3c(nc4ccccc24)CCC3)cc1S(=O)(=O)N1CCOCC1	7.9	95.4	12.1	19.0	-4.1	-7.7	7.7	0.75	1	0.8
COc1ccc(N2CCN(CC(=O)Nc3sccc3C#N)CC2)cc1	2.5	96.5	9.8	3.6	4.8	17.0	-17.0	1.02	1	1
CCOC(=O)c1ccc(NC(=O)c2cccc(S(=O)(=O)N3c4ccccc4CC3C)c2)s1 (stereo unspecified)	-7.3	102.7	-0.8	19.4	-6.3	-22.2	22.2	0.68	1.1	0.8
Oc1ccc(N=Nc2cccc(Cl)c2)cc1C=Nc1ccc(N2CCOCC2)cc1	-16.9	93.5	0.7	17.1	-2.8	-22.6	22.6	0.92	1	0.8
COc1ccc(C2C(C(=O)Nc3ccccc3)=C(C)N=C3SCC(=O)N32)cc1 (stereo unspecified)	1.5	95.5	9.0	1.2	-4.4	-2.8	2.8	0.95	1	1
O=C(CSc1nc(-c2ccccc2Cl)ns1)Nc1ccc2c(c1)OCO2	-19.4	102.1	10.5	17.4	2.4	-36.2	36.2	1.43	1	0.8
COc1ccccc1C(=O)Nc1ccc2nc(SCC(=O)N(C)C)sc2c1	3.6	104.1	8.2	14.0	-3.6	-7.9	7.9	0.95	1	0.9
CCOC(=O)CCC(=O)N1CCNC(=O)C1	3.9	103.7	-6.3	4.9	-1.2	6.6	-6.6	1.1	1	1
NC(=O)CSc1nnc(Cn2c(=O)sc3ccccc32)n1CCc1ccccc1	0.0	94.7	10.7	16.2	-2.9	-5.6	5.6	1.02	1	0.8
Next part:
SMILES	G6PDH CS	STAT1 activator	TLR4-MyD88 BLA	Diaphorase inh	FLuc inh counter	APP transl inh	APP 5'UTR act	NF-kB expr up	FLuc stim CS	Diaph act CS
Cc1ccccc1OCc1nnc(SCC(=O)O)n1Cc1ccccc1	7.4	93.1	12.1	0.7	-8.8	10.7	-10.7	1.12	1.1	1
COc1ccccc1C(=O)NC(C)c1nc2ccccc2[nH]1 (stereo unspecified)	1.0	104.3	7.8	4.0	-7.6	-6.4	6.4	0.83	1.1	1
O=C(COC(=O)c1c2c(nc3ccccc13)CCCCC2)c1ccc(Cl)s1	-44.6	107.9	-13.9	17.0	-4.4	4.1	-4.1	0.87	1	0.8
CCOc1ccccc1C(=O)Nc1nnc(C(C)C)s1	-3.2	115.7	-0.3	22.8	-1.5	-1.4	1.4	1.38	1	0.8
CCN(CC(=O)Nc1ccc(OC)cc1)CC(=O)Nc1ccc(Br)cc1F	-7.2	97.2	-8.6	25.0	-4.5	-11.9	11.9	1.02	1	0.8
COc1cccc(-c2noc(-c3ccc4c(c3)OCO4)n2)c1	7.8	61.7	3.7	-7.1	82.4*	-159.4	159.4*	5.65*	0.2	1.1
Cc1ccc(OC(=O)c2ccc(C)c([N+](=O)[O-])c2)cn1	0.7	94.4	-9.6	1.7	3.6	0.0	0.0	1.35	1	1
CCCC(=O)NC(=S)NNC(=O)c1ccc([N+](=O)[O-])cc1	-1.2	92.5	6.6	33.3	-7.3	-8.2	8.2	1.07	1.1	0.7
